High-throughput results: PubChem, Broad Institute
esBAF inh = inhibitors of esBAF chromatin remodeling in mouse ES cells; 350,000 compounds, 2% hits; Bmi1-luciferase knock-in reporter, 24 h; 100% = twice the neutral-well signal; reporter increase, % at 12.5 µM; AID 602393; in the data active = activation above about 40%;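 note: 0% = median of the plate's neutral control wells and 100% = double that signal; a rise in the Bmi1 reporter signal indicates esBAF inhibition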
ARNT TACC3 PPI = disruptors of human ARNT/TACC3 interaction | 390,000 compounds, 0.66% hits | AlphaScreen His-ARNT PAS-B/GST-TACC3 binding, luminescence; TACC3 fragment carries E629A point mutation | inhibition, % at 9.99 µM | Q9Y6A5;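 active = mean inhibition of replicates at least 50% and at least half of replicates each reaching 50%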;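 note: 0% = complete ARNT plus TACC3 wells and 100% = ARNT alone without TACC3; many hits fall short of the cut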
Statin myotox sup = suppressors of simvastatin-induced myotoxicity in C2C12 myotubes; ATP luminescence, 48 h; scaled: DMSO 0, geranylgeraniol control 100; rescue of ATP level, % at 7.49 µM; 330,000 compounds, 0.78% hits;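 active = mean ATP rescue above about 67%, or every replicate alone reaching that limit, limit read from the data, passing the limit was not always enough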;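 note: myotubes were challenged with 10 µM simvastatin during compound exposure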
Cneo AK release = Cryptococcus neoformans lysis via adenylate kinase release; C. neoformans lysis, adenylate kinase release luminescence, 4 h; normalised: neutral wells 0, clomiphene wells 100; lysis activity, % at 15 µM; 360,000 compounds, 0.2% hits;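 active = mean lysis activity across replicates of at least 80%, whatever share of replicates individually reach that level; inactive = mean lysis activity below 80%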
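read-out = cell lysis signal | test system = log-phase Cryptococcus neoformans yeast cells | input = cells at 5 × 10^6 per mL | medium = fresh YPD growth medium | signal = luminescent adenylate kinase detection reagent | timing = 4 h at 37 °C static, read 1 h later | dosing = single dose | controls = Clomiphene as positive lysis control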
ERp5 block = ERp5 (human) disulfide isomerase inhibition | Q15084 | ERp5 insulin aggregation, absorbance 650 nm, 90 min | 350,000 compounds, 0.05% hits | inhibition, % at 9.99 µM;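 active = mean replicate inhibition above about 25%, with every replicate also reaching it, limit read from the data, passing the limit was not always enough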
Target sequence (Q15084 whole entry, looked up): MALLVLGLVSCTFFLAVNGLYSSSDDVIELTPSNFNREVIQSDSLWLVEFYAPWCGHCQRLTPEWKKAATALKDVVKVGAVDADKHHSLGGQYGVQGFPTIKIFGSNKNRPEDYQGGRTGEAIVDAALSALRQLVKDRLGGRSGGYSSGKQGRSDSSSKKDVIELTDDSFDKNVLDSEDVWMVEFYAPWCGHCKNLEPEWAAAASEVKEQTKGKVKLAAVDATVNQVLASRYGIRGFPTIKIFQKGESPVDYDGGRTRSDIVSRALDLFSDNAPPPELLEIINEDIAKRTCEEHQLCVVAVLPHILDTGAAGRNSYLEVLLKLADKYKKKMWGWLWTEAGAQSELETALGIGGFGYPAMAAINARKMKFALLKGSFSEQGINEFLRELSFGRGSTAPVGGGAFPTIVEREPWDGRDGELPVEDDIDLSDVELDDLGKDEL
SIRT5 inh = sirtuin-5 (human) deacylase inhibition; 330,000 compounds, 1.1% hits; Q9NXA8; Purified SirT5, succinyl-peptide AMC, trypsin-coupled fluorescence; inhibition, % at 15 µM; in the data active = inhibition above about 15%
Target sequence (Q9NXA8 whole entry, looked up): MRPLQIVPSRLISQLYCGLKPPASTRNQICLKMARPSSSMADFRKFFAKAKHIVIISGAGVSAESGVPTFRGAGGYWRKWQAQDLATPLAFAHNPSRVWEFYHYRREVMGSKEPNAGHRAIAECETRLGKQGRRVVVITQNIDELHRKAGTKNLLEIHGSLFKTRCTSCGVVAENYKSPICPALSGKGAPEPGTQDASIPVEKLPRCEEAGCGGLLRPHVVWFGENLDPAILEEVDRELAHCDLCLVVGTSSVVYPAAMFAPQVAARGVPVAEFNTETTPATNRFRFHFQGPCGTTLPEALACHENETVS
miR122 inh = miR-122 inhibition in Huh7 cells. activation (reporter increase), % at 12.5 µM. Huh7 miR-122 Renilla luciferase sensor, 48 h; neutral wells = 0, positive control = 100. 340,000 compounds, 0.3% hits;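 active = mean replicate activation score at least 90 and every replicate individually at or above 90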;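 note: higher luciferase means less miR-122 activity so hits act as miR-122 inhibitors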
* marks the source's active call; other numbers are inactive results; · = no result given; [ ] = another dose, or the depositor's remark.

cpd	SMILES	esBAF inh	ARNT TACC3 PPI	Statin myotox sup	Cneo AK release	ERp5 block	SIRT5 inh	miR122 inh
1	CN1CCN(C(=O)C[C@@H]2CC[C@@H]3[C@H](COC[C@H](O)CN3S(=O)(=O)c3cccc(Cl)c3)O2)CC1	-1.0	-11.3	-3.9	-1.2	-3.6	-4.0	4.9[16.7 µM]
2	Cc1cnc(C(=O)OCC(=O)c2ccc(C)s2)cn1	-2.2	-1.4	4.8	-0.1	1.5	1.7	-4.2
3	COc1cc2c(cc1NC(=O)C(C)OC(=O)C1CC(=O)N(Cc3ccco3)C1)oc1ccccc12 (configuration not stated)	27.4	-0.4	-17.8	2.8	·	·	10.1
4	CC(OC(=O)C1CCCO1)C(=O)NC1CCCC1 (configuration not stated)	4.4	-3.5	-22.5	2.0	·	·	11.5
5	O=C1[C@@H]2[C@H](C(=O)N1CC(O)COCc1ccccc1)C1C=C[C@H]2C1 (some centres not stated)	-2.6	-3.5	8.6	4.9	-4.1	·	-8.3
6	CCCc1ccc2oc(C(=O)N3CCC(N4CCCC(O)C4)CC3)c(C)c2c1 (configuration not stated)	3.2	-32.7	-18.8	0.9	-2.9	-2.4	7.6
7	CCCc1cc(C(=O)Nc2ccc(C#N)cc2)no1	4.1	-3.5	51.3	-0.6	3.6	-1.1	0.0
8	CC1CCN(C(=O)CCN2C(=O)/C(=C/c3cccs3)SC2=S)CC1	0.9	15.3	3.0	0.7	2.7	·	-2.8
9	COc1cccc(NC(=O)Cn2c(CCC(=O)O)ccc2-c2ccc(Cl)cc2)c1	4.5	-10.9	18.9	·	2.4	-2.5	·
10	CCc1nc2ccc(C(=O)Nc3cccc(OCC(=O)N(C)C)c3)cn2c1N(C)Cc1ccc(OC)cc1	10.6	·	-36.7	1.9	5.8	-5.0	0.2
11	O=C(Nc1cccc([N+](=O)[O-])c1)C1CC(=O)N(Cc2ccccc2)C1 (configuration not stated)	·	-20.1	·	·	3.0	-2.3	3.0
12	CCNS(=O)(=O)c1ccc(CCC(=O)NCCC2=CCCCC2)cc1	·	-1.5	·	·	2.4	-6.7	·
13	COCC(=O)N(C)C[C@H]1Oc2cc(C#CC(C)(C)O)ccc2S(=O)(=O)N([C@H](C)CO)C[C@H]1C	2.8	-5.3	1.0	0.6	72.8*	-2.5	·
14	NC(=O)c1ccc(-n2nnnc2SCC(=O)NC2CCCCC2)cc1	-0.4	·	4.5	1.0	-0.3	-0.6	·
15	CO[C@H]1CN(C)C(=O)c2cc(NC(=O)C3CCCCC3)ccc2OC[C@H](C)N(Cc2nccs2)C[C@H]1C	5.5	-5.3	4.2	2.4	-4.8	-2.1	·
16	C[C@H]1CN([C@@H](C)CO)C(=O)c2cc(NC(=O)c3ccncc3)ccc2O[C@H]1CN(C)S(=O)(=O)c1ccccc1	1.9	-3.7	11.9	46.7	-2.8	-0.7	4.8[16.7 µM]
17	CCOc1cc(CNc2ccc(O)cc2)ccc1OCc1ccc(Cl)cc1Cl	-3.4	40.2	8.5	-0.9	·	·	5.0
18	C[C@@H]1CN([C@@H](C)CO)C(=O)Cc2cc(NS(C)(=O)=O)ccc2O[C@@H]1CN(C)Cc1ccc(Oc2ccccc2)cc1	0.6	6.2	-3.9	-2.6	-4.1	6.2	-10.3[16.7 µM]
19	COc1cccc(C(=O)Nc2ccc3c(c2)C(=O)N(C)[C@H]2CC[C@@H](CC(=O)N[C@H](C)c4ccccc4)O[C@@H]2CO3)c1	-2.4	-5.0	-5.7	-1.5	0.8	2.7	5.6[16.7 µM]
20	CCn1c(CNC(=O)c2ccccc2Br)nnc1SCC(=O)Nc1nncs1	4.3	·	-14.0	3.3	0.8	-1.1	-4.0

ERp5 block, entries above that show a hit.
#	structure	esBAF inh	ARNT TACC3 PPI	ERp5 block	SIRT5 inh	miR122 inh
13	COCC(=O)N(C)C[C@H]1Oc2cc(C#CC(C)(C)O)ccc2S(=O)(=O)N([C@H](C)CO)C[C@H]1C	2.8	-5.3	72.8*	-2.5	·

Full records, quoted from the list. Screens in order: esBAF inh | ARNT TACC3 PPI | Statin myotox sup | Cneo AK release | ERp5 block | SIRT5 inh | miR122 inh
CC1CCN(C(=O)CCN2C(=O)/C(=C/c3cccs3)SC2=S)CC1 as listed: 0.9 | 15.3 | 3.0 | 0.7 | 2.7 | · | -2.8
CN1CCN(C(=O)C[C@@H]2CC[C@@H]3[C@H](COC[C@H](O)CN3S(=O)(=O)c3cccc(Cl)c3)O2)CC1 as listed: -1.0 | -11.3 | -3.9 | -1.2 | -3.6 | -4.0 | 4.9[16.7 µM]
O=C1[C@@H]2[C@H](C(=O)N1CC(O)COCc1ccccc1)C1C=C[C@H]2C1 (some centres not stated) as listed: -2.6 | -3.5 | 8.6 | 4.9 | -4.1 | · | -8.3

Further results follow.
cpd	SMILES	esBAF inh	ARNT TACC3 PPI	Statin myotox sup	Cneo AK release	ERp5 block	SIRT5 inh	miR122 inh
21	Cc1cc(NC(=O)c2sc(Nc3ccc(F)cc3)nc2N)no1	37.1	-1.5	-20.7	0.9	-6.8	1.5	4.6
22	CCC/C(=N\NC(=O)Cc1csc(N2CCOCC2)n1)c1ccccc1	·	-18.1	·	·	-1.6	-3.3	·
23	Cc1ccc(S(=O)(=O)Nc2cc(S(=O)(=O)N3CCCCC3)ccc2N2CCOCC2)cc1	·	3.5	·	·	-11.8	-2.4	5.4
24	NC(=O)c1ccc(NC(=O)c2ccc(COc3ccc(F)cc3)o2)cc1	0.0	-4.2	-6.1	0.1	·	-4.3	-0.6
25	COc1ccc(NCC(=O)Nc2cccc(C(F)(F)F)c2)cc1S(=O)(=O)N1CCOCC1	-5.8	·	11.9	2.2	-5.2	-1.3	4.4
26	COc1ccc(NC(=O)Cc2c(F)cccc2Cl)c(OC)c1	-4.7	1.3	0.0	-1.0	·	·	2.0
27	COc1ccncc1-c1csc(C(O)c2ccccc2)n1 (configuration not stated)	-5.5	·	12.8	-6.3	4.2	0.9	-1.1
28	COc1ccc(Cl)cc1NC(=O)CN(C)C(=O)c1ccc(N2CCCCC2)c([N+](=O)[O-])c1	3.4	12.9	-17.3	·	10.0	-1.6	·
29	C[C@H](CO)N1C[C@H](C)[C@H](CN(C)Cc2ccc(C(F)(F)F)cc2)OCCCC[C@H](C)Oc2ccc(NC(=O)c3ccccc3)cc2C1=O	-16.6	·	·	2.6	-1.1	0.5	-12.4[16.7 µM]
30	O=C(O)c1ccccc1-c1ccccc1C(=O)NNc1ccccc1	·	-0.7	·	4.5	·	·	-1.8
31	CC(O)CNc1nc(Cl)c(C#N)s1 (configuration not stated)	·	-4.1	·	·	0.4	2.2	·
32	Cc1c(Br)c([N+](=O)[O-])nn1C(C)C(=O)N1CCc2ccccc2C1 (configuration not stated)	3.9	-0.9	-0.6	1.8	5.4	3.7	·
33	Cc1ccccc1NC(=O)C(=O)NCCCN1CCCC1=O	22.7	-8.0	8.0	1.5	-1.8	-3.8	1.6
34	Cc1ccc(C(C)C)c(OCC(=O)Nc2ccc(Cl)cn2)c1	-11.1	-3.8	-10.0	2.2	·	·	1.0
35	C[C@@H]1CN([C@H](C)CO)C(=O)Cc2cc(NC(=O)c3ccncc3)ccc2O[C@H]1CN(C)S(=O)(=O)c1ccc(Cl)cc1	-4.8	·	-2.5	·	·	·	2.9[16.7 µM]
36	CCc1ccc2[nH]c(=O)c(CN(CCCN3CCOCC3)C(=O)Nc3ccccc3)cc2c1	1.7	5.2	6.0	7.9	·	·	-3.8
37	CCOC(=O)NN1C(=O)c2ccccc2NC1c1ccc(OC)cc1OC (configuration not stated)	-14.0	-13.6	8.0	1.0	0.2	-6.9	-11.7
38	CCOc1ccc(NC(=O)CN(Cc2ccccc2)S(C)(=O)=O)cc1	-1.0	-1.8	110.2*	-1.0	·	·	-3.7
39	OC[C@@H]1CC[C@@H](Cc2ccc(-c3ccccc3)cc2)O1	68.2*	0.7	-17.6	-2.6	0.5	-1.0	-2.8
40	COc1ccc(NC(=O)c2ccc3c(c2)NC(=O)CS3)cc1	38.2	·	2.8	-0.4	-3.4	2.5	·
41	Oc1ccccc1-c1nnco1	-0.1	-0.4	5.0	0.4	-4.3	-3.7	·
42	O=C(C[C@H]1CC[C@H]2[C@@H](COC[C@@H](O)CN2C(=O)c2ccncc2)O1)Nc1ccc(-c2ccccc2)cc1	2.6	10.9	-8.3	0.3	-1.3	26.9*	-6.2[16.7 µM]
43	COc1ccccc1NC(=O)CNC(=O)c1ccc(Br)o1	3.8	-3.8	15.0	-3.6	1.5	-0.6	0.0
44	O=C(O)c1cccc2c1-c1c(cccc1[N+](=O)[O-])C2	-4.9	-7.6	0.8	5.4	5.1	2.2	0.6
45	C[C@H](NC(=O)C[C@H]1CC[C@H](NC(=O)Nc2ccc3c(c2)OCO3)[C@@H](CO)O1)c1ccccc1	-3.2	3.0	10.7	-2.3	5.8	-0.4	2.2[16.7 µM]
46	CC(C)c1ccc(/C=C/C(=O)CCC(=O)O)cc1	-12.9	-17.4	-2.9	·	7.8	-1.5	213.3*
47	O=C(CNCCC1=CCCCC1)Nc1ccccc1N1CCCCC1	-4.6	0.3	-19.4	2.4	·	·	42.4
48	Cc1ccc(C)c(S(=O)(=O)n2cnc3ccccc32)c1	-5.9	-4.2	3.5	3.1	-4.2	·	-0.7
49	O=C(C[C@H]1CC[C@H](NC(=O)Nc2ccccc2F)[C@@H](CO)O1)NCc1ccc(Cl)cc1	1.6	-7.0	8.0	-1.0	1.2	-1.7	·
50	CC(=O)N1CC=C2C(C#N)=C(N)C(C#N)(C#N)C(CCc3ccccc3)C2C1 (configuration not stated)	-8.8	0.2	0.2	-5.3	·	·	7.6
51	CC(O)CCC(=O)NCCNC(=O)CCC(C)O (configuration not stated)	·	-4.1	·	1.3	·	·	-2.8
52	Cc1ccc(N2CC(C(=O)Nc3ccc(N4CCOCC4)cc3)CC2=O)cc1C (configuration not stated)	-6.7	-23.0	-0.3	-0.1	1.1	-1.6	-0.9
53	CCCc1nnc(NC(=O)CNc2ccc(F)cc2)s1	-6.2	-5.9	·	-1.2	·	·	3.4
54	COc1ccc(C(=O)OCC(=O)NC23CC4CC(CC(C4)C2)C3)c(O)c1	-2.3	·	1.9	5.2	1.8	·	5.0
55	CC(C)NC(=O)c1ccc(NC(=O)CC2SC(N3CCCC3)=NC2=O)cc1 (configuration not stated)	-7.1	-0.7	0.0	-0.9	1.0	-2.2	·
56	CN(CC(=O)Nc1ccc(Cl)c(C(F)(F)F)c1)C(=O)C1CCN(C(=O)c2ccc(Cl)cc2)CC1	10.5	-3.1	-1.8	0.0	0.7	0.2	12.5
57	Cc1cc(C)cc(N(CC(=O)NCc2ccco2)S(=O)(=O)c2ccccc2)c1	3.2	2.7	7.8	-0.4	2.3	-2.6	36.9
58	Cc1cccc(S(=O)(=O)N2C[C@@H](O)COC[C@H]3O[C@H](CC(=O)N4CCN(C)CC4)CC[C@@H]32)c1	1.3	1.3	6.2	-0.8	-2.9	-1.1	-1.3[16.7 µM]
59	O=C1C2C3C=CC(C4CC34)C2C(=O)N1c1ccc2c(c1)OCO2 (configuration not stated)	·	-6.0	·	·	12.0	0.9	·
60	Cc1cccc(CC(=O)Nc2cc(=O)n(C)c(=O)n2C)c1	-4.0	3.0	8.6	-0.8	3.1	·	-2.9
